BRCA1 expr act: activators of BRCA1 expression; MCF7-BRCA1-FFLuc reporter, luminescence, 48 h; response scale: scaled: vehicle 0%, 10 µM genistein 100%; Potency, µM (titrated, usually from 46.1 µM), without a hit: at the highest dose activation, actives largely listed as activators; 380,000 tested, 1.1% active; AID 624202; further: potency means the concentration at half of the fitted maximal effect; nearly all actives have a fitted effect of over 80% in size; some results filed as inactive show a strong effect at the top dose
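Compounds are tested at multiple concentrations on MCF7 BRCA1-luciferase reporter cells seeded at 2000 per well; after 48 h, a single luminescence end-point is taken and curves fitted to the normalized data.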
TRPV1 ag: activates the human vanilloid receptor TRPV1. Q8NER1. TRPV1-expressing cells, Fluo-8 calcium influx, agonist mode. activation, % at 8.33 µM. 320,000 tested, 0.19% active. AID 540275; in the data active means activation above about 80%; inconclusive means between about 30% and that limit; further: 0% is about no effect
Target sequence (Q8NER1 whole entry, looked up): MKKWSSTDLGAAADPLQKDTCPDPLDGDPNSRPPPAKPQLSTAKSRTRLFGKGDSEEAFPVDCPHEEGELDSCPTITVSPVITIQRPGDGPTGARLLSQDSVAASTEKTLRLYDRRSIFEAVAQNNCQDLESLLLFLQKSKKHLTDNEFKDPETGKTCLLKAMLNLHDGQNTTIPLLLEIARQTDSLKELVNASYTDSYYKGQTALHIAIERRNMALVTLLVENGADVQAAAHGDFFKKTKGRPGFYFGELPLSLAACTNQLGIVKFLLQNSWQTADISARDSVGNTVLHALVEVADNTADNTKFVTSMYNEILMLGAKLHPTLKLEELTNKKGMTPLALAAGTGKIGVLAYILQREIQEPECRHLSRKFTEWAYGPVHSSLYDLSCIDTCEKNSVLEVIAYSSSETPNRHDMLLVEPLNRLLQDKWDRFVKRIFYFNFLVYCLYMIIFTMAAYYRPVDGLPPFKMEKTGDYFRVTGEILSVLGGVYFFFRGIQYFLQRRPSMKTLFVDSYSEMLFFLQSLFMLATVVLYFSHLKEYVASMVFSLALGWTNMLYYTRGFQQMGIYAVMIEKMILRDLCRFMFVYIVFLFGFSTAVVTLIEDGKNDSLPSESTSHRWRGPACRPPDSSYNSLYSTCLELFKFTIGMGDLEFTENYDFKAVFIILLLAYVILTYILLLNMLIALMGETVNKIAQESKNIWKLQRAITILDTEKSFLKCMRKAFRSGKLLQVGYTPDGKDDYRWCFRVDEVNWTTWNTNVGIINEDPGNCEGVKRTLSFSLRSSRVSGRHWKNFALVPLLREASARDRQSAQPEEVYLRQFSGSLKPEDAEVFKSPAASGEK
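Fluo-8 calcium influx in TRPV1-expressing cells, kinetic read (ex 480/em 520 nm). Compound added and read 3 min for agonist activity, followed by capsaicin at EC20 final and 2 min further read for enhancement.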
MLL CXXC-DNA inh: MLL CXXC-DNA interaction inhibition. Potency, µM (series often up to 115 µM), inactives show at the highest dose activity change, negative = inhibition, hits mostly inhibitors. AID 2662. MLL-CXXC / FITC-HOXA9 DNA fluorescence polarization. 290,000 tested, 0.037% active. Q03164; active means well fitted inhibition curve with a large enough effect in the polarisation, with a control signal flat, not every such curve was filed as active; inconclusive means small, poorly fitted or top-dose-only effect, or effect the other way, or a change in a side signal; inactive means no such curve, though single readings can be large or run the other way; the % refers to the polarisation; further: potency means the concentration at half of the fitted maximal effect
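Fluorescence polarization: 7 uM MLL-CXXC (stock) preincubated 5 min with compounds, then 50 nM fluorescein-HOX-A9 DNA (stock) added; 30 min ambient. Buffer 50 mM Tris-HCl pH 7.5, 50 mM NaCl, 1 mM DTT, 0.05% BSA.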
TCR activator: T cell receptor activation; Potency, µM (doses to about 9.22 µM), for inactives: at the highest dose activation of IL-2 secretion, actives largely listed as activators; 330,000 tested, under 10 active; primary human leukocytes, anti-CD3, IL-2 HTRF, 48 h; further: % of control where 0% means no effect
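Primary human leukocytes were stimulated with a-CD3 beads plus compounds for 48 hr without co-stimulation; secreted IL-2 was quantified by HTRF using a-IL-2-K (europium cryptate) and a-IL-2-d2, excited at 320nm with acceptor emission read at 665nm.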
ELG1 repair inh: inhibitors of ELG1-dependent DNA repair in HEK293T cells | HEK293T ELG1-luciferase reporter, luminescence, 16 h; DNA damage induced by 5-fluorouridine | Potency, µM (top dose mostly 46.1 µM), for inactives: at the top dose activity change, negative = inhibition, actives largely listed as inhibitors | 330,000 tested, 2.3% active | AID 504467; further: potency means the concentration at half of the fitted maximal effect; on the % scale 0 is the no-effect control and ±100 the full control effect; nearly all actives have a fitted effect of over 55% in size
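Cells (2,000 per well) received 5-fluorouridine plus test compound or DMSO and were incubated 16 hr at 37 °C, 5% CO2. Luciferase activity was read by luminescence 30 min after ONE-Glo addition; signal suppression marked inhibition of damage-induced ELG1 function.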
A-T KAP1 phos: potential ataxia-telangiectasia treatments restoring KAP-1 phosphorylation; […] A-T fibroblasts, KAP-1 phosphorylation AlphaLISA; neocarzinostatin DNA damage 30 min before lysis; Potency, µM (series often up to 57.5 µM), for the others: top-dose activation, most hits filed as activators; 320,000 tested, 0.19% active; AID 485349; further: potency means the concentration at half of the fitted maximal effect; % of control where 0% means no effect; nearly all actives have a fitted effect of over 45% in size
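hTERT-immortalized A-T patient fibroblasts ([…]), 500 cells/well in OPTI-MEM, 1% FBS, got compounds for 60 min, then NCS for 30 min at 37C. Lysates were then assayed for phospho-KAP-1 by AlphaLISA (anti-pKAP1 donor, anti-KAP1 acceptor beads), 6 hr at 25C.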
a7 integrin act: integrin-mediated muscular dystrophy alleviation activation. alpha7betagal myoblasts, beta-gal FDG fluorescence, 48 h. Potency, µM (series often up to 38.3 µM), for the others: top-dose activation, usual class: activators. 350,000 tested, 0.064% active;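 further: potency means the concentration at half of the fitted maximal effect; 100% = response of the positive control SU9516; nearly all actives have a fitted effect of over 60% in size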
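alpha7betagal+/- myoblasts (passage 13, 250/well) treated 48 h at 37C with compounds at 1:260 dilution of DMSO stock. Lysed, then beta-galactosidase activity read as FDG fluorescence (ex 480/em 540) after 30 min, with pre-read for autofluorescence.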
B2AR arrestin: agonists driving beta-arrestin recruitment to human beta2-adrenergic receptor | P07550 | beta-arrestin recruitment to beta2AR, cell-based reporter | Potency, µM (highest dose often 46.1 µM), for inactives: at the highest dose activation, actives largely listed as activators | 330,000 tested, 0.02% active;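 further: potency means the concentration at half of the fitted maximal effect; 0% = DMSO controls and full agonism = EC100 isoproterenol or metaproterenol; nearly all actives have a fitted effect of over 65% in size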
TSG101-PTAP inh: blocks PTAP/TSG101 interaction to inhibit HIV-1 budding; AID 493005; 340,000 tested, under 10 active; Q99816; Fluorescence polarization, FITC-PTAP peptide / Tsg101 binding; Potency, µM (highest dose often 115 µM), inactives show top-dose activity change, negative = inhibition, most hits filed as inhibitors; active means well fitted inhibition curve with a large enough effect in the main read-out, with a control signal flat, not every such curve was filed as active; inconclusive means small, poorly fitted or top-dose-only effect, or effect the other way, or a change in a side signal; inactive means no such curve, though single readings can be large or run the other way; further: potency means the concentration at half of the fitted maximal effect; % of control where 0% means no effect
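Fluorescence polarization binding of Tsg101 binding domain (10 uM final) to FITC-labeled PTAP peptide (50 nM final) in HEPES pH 7.5 buffer with NaCl, Tween 20, EDTA, TCEP. Compounds added before peptide; binding 20 min at RT.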
p53 reactivator: re-activators of mutant p53 | 320,000 tested, 0.063% active | Potency, µM (series often up to 92.2 µM), for inactives: at the highest dose activity change, positive = activation, most hits filed as activators | H1299 p53-A138V BP100-luciferase reporter, luminescence, 24 h; further: potency means the concentration at half of the fitted maximal effect; % of control where 0% means no effect; nearly all actives have a fitted effect of over 45% in size
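H1299 (p53-null), stable ts p53-A138V + BP100-Luc; 1000 cells/well, Opti-MEM/10% FBS; cpd 4 pt, 1:5; 24 h, 37 deg C, 5% CO2; detection reagent 10 min RT; luminescence.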
Numbers without * were called inactive; u = inconclusive; x = not tested or not shown; [ ] = dose if it differs, or a comment. Unless noted, the call rests on the fitted dose curve; in most records, active means well fitted curve in the direction sought with a large enough effect; inconclusive means small, poorly fitted or top-dose-only effect, or another doubt; inactive means no such curve, though single readings can be large; an effect the other way counts as inactive or inconclusive. Random draw from the library; overall some 3.8% were active at least once.

SMILES | BRCA1 expr act | TRPV1 ag | MLL CXXC-DNA inh | TCR activator | ELG1 repair inh | A-T KAP1 phos | a7 integrin act | B2AR arrestin | TSG101-PTAP inh | p53 reactivator
COc1cccc(C(C(=O)NC2CCCC2)N(CC2CCCO2)C(=O)Cc2cccs2)c1 (stereo not given) | -7% | 13 | -2% | -1% | -6% | 5% | -18% | -0.6% | 1% | -4%
COc1ccc(-n2c(=O)c3c(C)c(C)sc3n(Cc3ccc(F)cc3)c2=O)c(OC)c1 | -6% | 20 | 2% | 2% | u | -4% | 15% | 0.2% | -9% | 2%
CCOC(=O)N1CCC(N2CC34C=CC(O3)C(C(=O)Nc3ccc(C(C)C)cc3)C4C2=O)CC1 (stereo not given) | 7% | x | -1% | -3% | 10% | 9% | -11% | -0.1% | -5% | -3%
O=C(COc1ccccc1)Nc1ccc(NC(=O)c2ccco2)cc1 | 22% | -1 | -2% | -1% | u | -2% | 37% | -0.3% | -3% | 5%
COc1ccccc1OCC(=O)NCc1n[nH]c(=O)c2ccccc12 | -29% | -2 | x | 6% | 12% | 0% | -19% | 0.0% | 0% | 0%
CC(C)C(=O)Nc1nnc(Sc2ccc(N(C)C)cc2)s1 | -16% | -2 | 11% | -3% | 6% | 4% | 11% | -0.1% | -1% | 5%
CN1CCC(=NNC(=O)C(=O)NC2CCCC2)CC1 | 0% | -6 | -12% | -1% | 18% | x | 11% | -0.1% | -1% | 2%
COc1cc(C(=O)N2CCC(c3nc(-c4cccnc4)no3)CC2)cc(OC)c1OC | -24% | -2 | 6% | -3% | 0% | -2% | 19% | -0.5% | -3% | 5%
c1ccc(-c2ccc(CN3C[C@@H]4C(c5ccccc5)C5(c6cccnc6)CC4(C5)[C@H]3c3ccccc3)cc2)cc1 (stereo not given in full) | 5% | 0 | 11% | 2% | u | -6% | -7% | 0.3% | -9% | 8%
CCn1c(Oc2ccc(F)cc2)nc2c1c(=O)n(C)c(=O)n2C | 37% | 0 | -3% | -2% | 8.2µM* | -3% | 0% | 0.1% | 0% | -5%
O=C(NCc1cccc(F)c1)c1ccc(N2C(=O)Cn3c(cc4sccc43)C2=O)cc1 | -2% | 5 | 1% | -16%[46.1 µM] | 10% | -4% | -12% | 0.0% | 2% | -1%
O=C(CCC(=O)N1CCCc2ccccc21)N1CCN(S(=O)(=O)c2ccccc2)CC1 | -25% | 4 | -2% | -2% | u | 5% | -4% | -0.4% | -3% | 0%
CC(=O)N1CCc2cc(S(=O)(=O)NCC(=O)NCc3ccc(Cl)cc3)ccc21 | -15% | 3 | 0% | 8% | -1% | 3% | 11% | -0.1% | -5% | -4%
Cc1ccc(CN2CCC(CO)(CC3CCCCO3)CC2)o1 (stereo not given) | 0% | 1 | 1% | -6% | 4% | 9% | -6% | -1.0% | 0% | -2%
CC(Oc1ccccc1Cl)C(=O)Nc1ccc(S(=O)(=O)N2CCN(C)CC2)cc1 (stereo not given) | 0% | x | x | -19% | x | x | 2% | x | -8% | x
CCC(=O)NC(c1ccccc1)c1c(O)ccc2ccccc12 (stereo not given) | -16% | -4 | 7% | 0% | 19% | -1% | 5% | 0.0% | -2% | -5%
C/C(CC(=O)Nc1cccnc1)=N/NC(=O)COc1ccc(Cl)cc1Br | -24% | -2 | -1% | -19% | -19% | 0% | 1% | 0.2% | -4% | 0%
O=c1[nH]c(/C=C/c2ccccc2Cl)c([N+](=O)[O-])c(=O)[nH]1 | -26% | 1 | -29% | x | -7% | -4% | -36% | 0.6% | -3% | -47%[inhibitor]
CN1CCN(C(=O)CCNC(=O)Cn2cnc3ccccc3c2=O)CC1 | -2% | -1 | -4% | -2% | -1% | -1% | u | -0.6% | -1% | -2%
CCC1=Nc2cc(C(=O)NCc3ccco3)ccc2Sc2ccccc21 | -37% | u | -5% | -3%[46.1 µM] | -1% | -13% | 13% | u | 0% | -3%
Cc1cccc(C(=O)NC2CCN(C(=S)NCc3ccco3)CC2)c1 | 2% | x | 2% | -3% | -8% | -9% | 0% | -1.8% | 0% | 4%
Oc1ccc(CN2CCN(c3ncccn3)CC2)cc1 | 17% | -1 | 2% | 2% | 1% | -8% | 0% | -0.6% | -3% | x
O=C(O)CCc1ccc(-c2cccs2)n1NC(=O)c1ccccc1Br | 0% | 4 | -2% | 4% | 14% | -12% | 4% | -0.1% | -4% | 1%
O=C(C(Cc1ccccc1)n1cccc1)N1CCc2ccccc21 (stereo not given) | 10% | u | 5% | 0% | 0% | 13% | 10% | 0.0% | -2% | -4%
COCCCN1CN(S(=O)(=O)c2cccs2)c2nc3ccccc3nc21 | -1% | 22 | -7% | 5% | 0% | 4% | -7% | -0.1% | -1% | 0%
COC(=O)c1sccc1NC(=O)Nc1ccc(OC)cc1 | 81% | 29 | -8% | -1% | 0% | -13% | -5% | 0.3% | -1% | u
CCc1cc(=O)oc2c(C)c(OCC(=O)NCC3CCC(C(=O)O)CC3)ccc12 (stereo not given) | 2% | -4 | -16% | 4% | -16% | -2% | 16% | 9.2% | -1% | x
COc1cccc(NC(=O)C(C)(C)C)c1 | -4% | -4 | x | 3% | -3% | -4% | 16% | -0.2% | -3% | -1%
COc1ccc(-c2nc(C#N)c(N3CCN(C(=O)c4ccco4)CC3)o2)cc1OC | 16% | 2 | 0% | -4% | -1% | -3% | -1% | 0.6% | 1% | -2%
O=C(NCC(c1ccco1)N1CCc2ccccc2C1)C(=O)Nc1ccccc1F (stereo not given) | -27% | 12 | x | 8% | 3% | 6% | -7% | -0.8% | 1% | 8%
CN(c1ccc(C(=O)N2CCc3ccccc3C2)cc1)S(C)(=O)=O | 41% | 3 | 7% | -2%[46.1 µM] | u | -1% | 0% | -0.5% | -4% | u
COc1ccc(C(=O)O)cc1S(=O)(=O)Nc1ccc2cn[nH]c2c1 | -13% | x | x | 10% | 12% | -5% | -14% | -0.2% | -2% | 8%
CCOc1ccc(NC(=O)COc2ccc3c(c2)CCC3)cc1OC | 3% | -1 | x | 3% | -3% | 11% | 0% | 2.9% | 1% | -8%
COC(=O)c1c(O)ccc(Oc2ccccc2)c1C(=O)OC | -18% | 1 | 0% | 0% | 2% | -3% | 5% | 0.1% | 0% | 0%
CN(C)c1ccc(/C=C(\C#N)c2ccccc2)cc1 | 2.8µM* | 28 | -11% | 8% | u | -4% | -18% | -0.2% | -10% | u
CSC1=NCCN1C(=O)c1ccc(S(=O)(=O)N2CCOCC2)cc1 | -15% | -2 | -6% | -1% | 4% | -3% | 12% | 0.0% | 1% | 1%
O=C(c1cc(-c2ccc3c(c2)OCO3)on1)N1CCN(c2ccc(F)cc2)CC1 | -29% | 21 | 5% | -1% | 11% | x | 15% | -0.7% | 0% | 16%
O=C(N1CCOCC1)N1CCC(n2nnc3cc(F)ccc32)CC1 | 3% | 9 | -7% | -6% | 18% | -7% | 16% | -0.3% | -6% | -3%
CCOC(=O)CSc1nc(-c2cccs2)nc2c1c(=O)n(C)c(=O)n2C | -4% | 1 | x | -6% | 4% | -6% | -11% | 0.1% | 0% | x
Cn1c2c(c(=O)n(C)c1=O)[C@@]1(C(=O)Nc3ccccc31)C(C#N)=C(N)O2 | -36% | -1 | 7% | 0%[46.1 µM] | 13% | 9% | -44% | 0.0% | 1% | -31%[inhibitor]
Cc1onc(-c2ccccc2)c1C(=O)Nc1nnc(-c2ccncc2)s1 | 2% | -8 | 17% | -5% | 1% | 3% | 29% | -0.5% | -11% | 5%
CN(CC(=O)Nc1ccc(Cl)cc1)C(=O)Cn1[nH]c(=O)c2ccccc2c1=O | -16% | -1 | x | -2% | -1% | 2% | -10% | -0.4% | -1% | -1%
O=C(O)CCCC(=O)Nc1ccccc1C(=O)N1CCCC1 | -5% | 1 | -3% | 7% | -4% | 1% | 13% | 0.2% | -2% | 1%
CN(C)/C=N/c1sc2c(c1C#N)CCC2 | 44% | -3 | 0% | 3% | 15% | 7% | -12% | -0.1% | -2% | -2%
C=CCN(CC=C)C(=O)c1c(OC)cccc1OC | -12% | -2 | 2% | x | -7% | 5% | 20% | -1.1% | -3% | 2%
Oc1cc(CNCc2ccccc2)c(O)cc1CNCc1ccccc1 | -14% | x | x | 3% | x | x | -30% | x | -12% | x
CCN1C[C@@H]2[C@@H]3C(=O)N(C)C(=O)[C@@H]3[C@](Cc3ccccc3)(C1=O)N2C(=O)c1ccc(C(C)(C)C)cc1 | 0% | x | x | 6% | x | x | 10% | x | -1% | x
